Screening results from PubChem.
IDH1 R132H inh = human IDH1 R132H inhibition. Potency, µM (titrated, usually from 76.6 µM), for the others: at the top dose activity change, negative = inhibition, usual class: inhibitors. IDH1-R132H enzyme, NADPH consumption, diaphorase/resazurin fluorescence. O75874. actives 0.093% (n = 390,000). AID 602179; also: nearly all actives have a fitted effect of over 65% in size
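IDH1-R132H (0.5 ug/mL dispensed) in pH 7.5 Tris buffer was preincubated 30 min with compound, then given a substrate mix of 0.016 mM NADPH and 2 mM alpha-KG for 80 min at room temperature; remaining NADPH was read by diaphorase/resazurin fluorescence.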
USP1-UAF1 inh = USP1/UAF1 (human) deubiquitinase inhibition. O94782. recombinant USP1/UAF1, Ub-Rhodamine cleavage fluorescence. Potency, µM (doses to about 57.1 µM), for the others: at the highest dose activity change, negative = inhibition, most hits filed as inhibitors. actives 0.23% (n = 390,000). AID 743255; also: nearly all actives have a fitted effect of over 60% in size; inactives centre near -12
Target sequence (O94782 whole entry, looked up): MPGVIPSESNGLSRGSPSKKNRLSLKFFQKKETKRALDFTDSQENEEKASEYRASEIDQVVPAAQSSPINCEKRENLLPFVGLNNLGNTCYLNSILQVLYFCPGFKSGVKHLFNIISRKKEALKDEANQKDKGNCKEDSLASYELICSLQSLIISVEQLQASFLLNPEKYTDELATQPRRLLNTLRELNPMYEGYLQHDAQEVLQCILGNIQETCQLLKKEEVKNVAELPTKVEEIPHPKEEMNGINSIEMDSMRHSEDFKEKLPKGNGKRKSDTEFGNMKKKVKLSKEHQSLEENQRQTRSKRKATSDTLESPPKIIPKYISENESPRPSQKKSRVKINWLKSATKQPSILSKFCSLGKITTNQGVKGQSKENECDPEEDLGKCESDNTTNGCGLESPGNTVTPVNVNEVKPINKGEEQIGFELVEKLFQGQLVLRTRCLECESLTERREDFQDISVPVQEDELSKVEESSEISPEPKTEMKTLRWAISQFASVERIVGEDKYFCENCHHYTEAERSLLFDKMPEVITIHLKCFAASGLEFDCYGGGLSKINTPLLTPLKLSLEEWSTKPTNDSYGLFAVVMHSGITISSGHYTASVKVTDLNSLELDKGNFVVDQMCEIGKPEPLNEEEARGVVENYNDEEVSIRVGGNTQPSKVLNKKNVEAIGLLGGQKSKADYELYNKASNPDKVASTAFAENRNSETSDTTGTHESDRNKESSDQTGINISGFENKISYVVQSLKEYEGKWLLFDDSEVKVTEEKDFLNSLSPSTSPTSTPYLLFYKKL
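USP1/UAF1 complex at 1 nM was preincubated with compound for 15 min at room temperature, then Ub-Rho substrate (150nM final) was added. Fluorescence (480/540 nm) was read kinetically, 6 reads every 60 seconds.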
The depositor's hits bear a star; ? = inconclusive. Calls follow the shape of the dose curve; as a rule, active = well fitted inhibition curve with a large enough effect; inconclusive = small, poorly fitted or top-dose-only effect; inactive = no such curve, though single readings can be large or run the other way. % is scaled to controls: 0 for no effect and ±100 for the full control effect; potency is read from the fitted curve at half-maximal effect.

SMILES	IDH1 R132H inh	USP1-UAF1 inh
Cc1ccc(S(=O)(=O)N2C[C@H]3[C@H]4C(=O)N(c5ccccc5)C(=O)[C@H]4C[C@H](OC(=O)Nc4cccs4)[C@@]3(O)C2)cc1	0.7%	-18.9%
C#CCOCC1CNC(=S)O1 (stereo not given)	-9.4%	-31.8%
Cc1ccc(S(=O)(=O)N(C)C[C@@H]2OCCCC[C@H](C)Oc3ccc(NC(=O)Nc4ccc(F)cc4)cc3C(=O)N([C@H](C)CO)C[C@H]2C)cc1	1.6%	?
C[C@@H](CO)NC(=O)c1[nH]cnc1C(=O)Nc1cccc(Cl)c1	-7.0%	-3.1%
O=C(COC(=O)c1c[nH]c2ccccc12)NCc1ccccc1	-6.7%	-7.5%
OC(COc1ccc(-c2ccccc2)cc1)CN1CCCCC1 (stereo not given)	-3.0%	-15.8%
CC1(C)CC(=O)C=C(c2ccc(COC(=O)c3ccccc3)cc2)C1=O	1.6%	-21.4%
O=C(O)CN1C(=O)/C(=C\c2ccccc2OCc2ccccc2)SC1=S	-9.4%	-16.3%
CN1CCN(C(=O)C(=O)c2cn(CC(=O)N3CCOCC3)c3ccccc23)CC1	-0.6%	-8.1%
CN(C)S(=O)(=O)c1ccc(C(=O)Nc2nnc(SCC(=O)N3CCOCC3)s2)cc1	-2.4%	5.3%
CC1CCC2(CC1)NC(=O)N(CC(=O)Nc1cccc(S(=O)(=O)N(C)c3ccccc3)c1)C2=O (stereo not given)	12.0%	-25.9%
COC(=O)C1Cc2c([nH]c3ccccc23)C2CCC(=O)N12 (stereo not given)	0.0%	?

Complete entries, quoted from the list. Screens in order: IDH1 R132H inh | USP1-UAF1 inh
`CC1CCC2(CC1)NC(=O)N(CC(=O)Nc1cccc(S(=O)(=O)N(C)c3ccccc3)c1)C2=O` (stereo not given) is listed with 12.0% | -25.9%
`OC(COc1ccc(-c2ccccc2)cc1)CN1CCCCC1` (stereo not given) is listed with -3.0% | -15.8%
`Cc1ccc(S(=O)(=O)N2C[C@H]3[C@H]4C(=O)N(c5ccccc5)C(=O)[C@H]4C[C@H](OC(=O)Nc4cccs4)[C@@]3(O)C2)cc1` is listed with 0.7% | -18.9%

Next section:
SMILES	IDH1 R132H inh	USP1-UAF1 inh
O=C1CC=Nc2ccc([N+](=O)[O-])cc21	0.0%	-10.9%
Nc1ccc2c(c1)[nH]c(=O)c1cc(N)ccc12	-6.3%	-0.9%
Cc1cc(S(=O)(=O)NC[C@H]2O[C@@H](n3ccc(N)nc3=O)[C@H](O)[C@@H]2O)c(C)s1	0.2%	1.4%
COc1ccc(Br)c(C(=O)OCC(=O)Nc2cc(C)on2)c1	8.4%	-18.5%
COc1cccc(CN2CC(C(=O)N3CCSCC3)CCC2=O)c1 (stereo not given)	-0.4%	-16.2%
CN(C)CCN(C(=O)c1ccc2ccccc2c1)c1nc2cc3c(cc2s1)OCO3	10.2%	-3.2%
Cc1ccc(S(=O)(=O)NCc2nnnn2-c2ccc(F)cc2)cc1	11.4%	-17.5%
CCCCN1C(=O)C(CC(=O)NC(c2ccccc2)c2ccccc2)CC(C(=O)N(C(C)C)C(C)C)=C1C (stereo not given)	3.3%	-17.5%
Cc1cnc2c(N)cc(C)c(C)c2c1	8.7%	-4.4%
O=C(Nc1oc2ccccc2c(=O)c1-c1ccc2c(c1)OCO2)c1ccco1	0.9%	5.3%
CCC(C(N)=O)N1C(=O)C2C3CCC(C3)C2C1=O (stereo not given)	13.7%	-8.5%
COc1ccc(N)cc1NC(=O)CN1CCOCC1	4.2%	-23.6%
C[C@H](CO)N1C[C@H](C)[C@@H](CN(C)Cc2ccccn2)Oc2ncc(-c3ccccc3)cc2C1=O	8.3%	-11.3%
C#CCN(C[C@@H]1[C@@H](OC(=O)NCC2CCCCC2)[C@@H](OC(=O)NCC2CCCCC2)CN(C(=O)OC(C)C)N1C(=O)OC(C)C)S(=O)(=O)c1ccc(C)cc1	1.7%	-7.1%
C[C@H](O)[C@@H]1CN2CCc3c([nH]c4ccccc34)[C@@H]2C[C@@H]1N(C)C(=O)Nc1ccccc1	-4.2%	-21.5%
COc1ccccc1N1CCN(c2ccc3c(c2)S(=O)(=O)c2cccc(C(=O)NCc4ccc(F)cc4)c2C3=O)CC1	5.6%	-2.2%
C[C@H]1CN([C@@H](C)CO)C(=O)c2cc(-c3ccccc3F)cnc2O[C@H]1CN(C)C(=O)C1CCOCC1	-2.5%	-1.4%
C[C@H](CO)N1C[C@H](C)[C@H](CN(C)C(=O)NC2CCCCC2)Oc2ncc(Br)cc2C1=O	-2.7%	-26.6%
CC1(C)CC(=O)C=C(C#CC2(O)CCCCC2)C1	-0.3%	-7.1%
C[C@H](CO)N1C[C@H](C)[C@@H](CN(C)S(C)(=O)=O)OCc2cnnn2CCCC1=O	-0.7%	-19.4%
CNC[C@@H]1OCc2ccccc2-c2c(n(C)c3ccccc23)C(=O)N([C@H](C)CO)C[C@@H]1C	0.6%	-13.1%
COc1cccc(-c2ccc(C3=CC(=O)CC(C)(C)C3=O)cc2)c1OC	-1.0%	-27.2%
O=C(O)c1cscc1Cc1cccs1	14.9%	-9.2%
COCOCCn1cc(CN2CCS(=O)(=O)N(Cc3ccc(-c4ccccc4)cc3)C(C(C)C)C2=O)nn1 (stereo not given)	-4.6%	21.9%
COc1ccc(CNC(=O)c2ccc(Cl)c(S(=O)(=O)N3CCCCCC3)c2)cc1	-0.1%	?
Cc1cc(C)c(NC(=O)COC(=O)C2=COCCO2)c(C)c1	8.9%	-28.1%
CCOc1ccc(S(=O)(=O)N2CCCCC2)cc1NC(=O)C1CCCC1	11.8%	-21.6%
CC(C)N1C(=O)C(=O)N(CC(=O)N2c3ccccc3CC2C)C1=O (stereo not given)	-0.7%	-21.8%
COc1cccc(NC(=O)N(C)C[C@@H]2Oc3cc(Br)ccc3S(=O)(=O)N([C@@H](C)CO)C[C@H]2C)c1	-0.1%	-12.6%
O=C(NCc1ccncc1)C(=O)NCC1OCCN1S(=O)(=O)c1ccccc1 (stereo not given)	-11.9%	-9.1%
CCC(=O)Nc1ccc(C(=O)NNC(=O)CCCCC(=O)NNC(=O)c2ccc(NC(=O)CC)cc2)cc1	3.3%	-3.1%
C[C@@H]1CN([C@H](C)CO)C(=O)CCCn2nncc2CO[C@H]1CN(C)C(=O)OCc1ccccc1	14.4%	-18.2%
O=c1[nH]cc(S(=O)(=O)N2CCN(c3ccccc3F)CC2)c(=O)[nH]1	-6.5%	-7.6%
COCOCCn1cc(CN2CCS(=O)(=O)N(Cc3ccc(-c4ccncc4)cc3)C(C(C)C)C2=O)nn1 (stereo not given)	-5.6%	-30.7%
CCc1cccc(NC(=O)COC(=O)C2COc3ccccc3O2)c1 (stereo not given)	18.7%	-0.7%
Cc1ccc(S(=O)(=O)N2C[C@@H](C)[C@]3(C2)[C@H](O)[C@H](OC(=O)NC2CCCC2)C[C@H]2C(=O)N(c4ccccc4)C(=O)[C@H]23)cc1	-1.8%	?

Laid out differently: 3 of the compounds above.
Values in the order – IDH1 R132H inh | USP1-UAF1 inh
- COc1ccc(CNC(=O)c2ccc(Cl)c(S(=O)(=O)N3CCCCCC3)c2)cc1
    -0.1% | ?
- Cc1cc(C)c(NC(=O)COC(=O)C2=COCCO2)c(C)c1
    8.9% | -28.1%
- CCOc1ccc(S(=O)(=O)N2CCCCC2)cc1NC(=O)C1CCCC1
    11.8% | -21.6%

(further entries)
SMILES	IDH1 R132H inh	USP1-UAF1 inh
Cc1ccccc1N1CCN(C(=O)c2cc(-c3ccccc3)nc3c2cnn3C(C)C)CC1	-7.0%	-22.6%
COc1ccc(C(=O)Nc2ccc3nc(C)sc3c2)cc1S(=O)(=O)N1CCOCC1	14.9%	-23.8%
COc1ccc([C@H]2C[C@H](n3cc(-c4ccc(F)cc4)nn3)[C@@H](O)CN2C(=O)C2CCCCC2)cc1	-13.5%	-13.1%
O=C(c1ccc2c(c1)CCC2)N1CCN(Cc2c(F)cccc2Cl)CC1	4.9%	-20.9%
O=C(O)C(=O)Nc1ncn[nH]1	-2.3%	-24.7%
CCOc1ccc(S(=O)(=O)Nc2cccc(C(=O)N3CCN(c4ccccn4)CC3)c2)cc1	2.0%	-26.2%
Cc1ccccc1Oc1ccc2c(c1)[C@@H]1C[C@H](N(C)C(=O)c3cccnc3)[C@H]([C@H](C)O)C(=O)N1CC2	-0.1%	-30.0%
Cc1ccc(-c2cnc3c(c2)C(=O)N([C@H](C)CO)C[C@@H](C)[C@@H](CN(C)C(=O)Cc2ccccc2)O3)cc1	-2.9%	-9.3%
CC(c1ccc2ccccc2c1)c1ccccc1C(=O)O (stereo not given)	0.4%	-22.4%
O=c1[nH]c(=O)n2ncnc2[nH]1	-1.2%	0.8%
COc1ccc(NC(=O)N(C)C[C@@H]2OCc3cn(nn3)CCCC(=O)N([C@H](C)CO)C[C@H]2C)c(OC)c1	12.3%	-24.9%
COc1ccc(S(=O)(=O)Nc2cc3c4c(c2)CC(=O)N4CCC3)cc1OC	3.0%	-26.0%

Individual results from the entries so far.
USP1-UAF1 inh result of O=C(c1ccc2c(c1)CCC2)N1CCN(Cc2c(F)cccc2Cl)CC1 = -20.9%
USP1-UAF1 inh result of COc1ccc(S(=O)(=O)Nc2cc3c4c(c2)CC(=O)N4CCC3)cc1OC = -26.0%

Carrying on:
SMILES	IDH1 R132H inh	USP1-UAF1 inh
COc1ccc(-c2ccc(CN3C(CC(C)C)C(=O)N(Cc4cn(CCC5OCCCO5)nn4)CCS3(=O)=O)cc2)cc1OC (stereo not given)	-3.1%	-21.7%
CC(=O)Nc1nn(CC(C)C)c2nc3ccc(C)cc3cc12	6.6%	-21.3%
CCN(CC(=O)NCc1cccs1)C(=O)/C=C/c1ccc(F)cc1	1.2%	-8.4%
O=C1CCCC(=O)N1CCCCCCN1C(=O)CCCC1=O	16.8%	-12.0%
c1ccc(CSc2nnc(NC3CCCCC3)s2)cc1	0.7%	0.3%
C[C@H](CO)N1C[C@H](C)[C@H](CN(C)C(=O)Nc2ccc3c(c2)OCO3)Oc2ncc(Br)cc2C1=O	-7.7%	?
CC(CC(=O)c1ccccc1)=NCCCN=C(C)CC(=O)c1ccccc1	-6.2%	-30.4%
C[C@@H]1CN([C@@H](C)CO)S(=O)(=O)c2ccc(C#CC(C)(C)O)cc2O[C@H]1CN(C)C(=O)C1CCCCC1	0.0%	-16.7%
COc1ccc(C=Cc2ccc3ccccc3n2)c(OC)c1	12.3%	-33.9%
CCN(CC)C1CCN(C(=O)c2ccc(OC3CCN(C(=O)CCOC)CC3)cc2)C1 (stereo not given)	7.3%	-21.7%
CC1C(=O)N(Cc2cn(CC3CCCCC3)nn2)CCS(=O)(=O)N1Cc1ccc(-c2cccc(CO)c2)cc1 (stereo not given)	2.6%	-22.0%
COc1ccccc1N(C(C)=O)C1=C(Cl)C(=O)c2ccccc2C1=O	10.2%	17.8µM*
Nc1cc(=O)nc2cn[nH]n12	1.7%	-23.7%
Cc1ccc(S(=O)(=O)N2CC3(O)CN(C(=O)OC(C)C)N(C(=O)OC(C)C)CC3(OC(=O)NC3CCCC3)C2)cc1 (stereo not given)	-1.5%	-25.9%
O=C(NC1CC1)c1ccc(CSCc2ccc(Cl)cc2)o1	-14.4%	-14.6%
O=[N+]([O-])c1cnc(Sc2ccncn2)c([N+](=O)[O-])c1	-7.9%	-20.5%
CC(=O)N1CCN(c2ccc(NC(=O)c3cccc(F)c3)cc2)CC1	-8.1%	-1.6%
C[C@H]1CN([C@@H](C)CO)C(=O)CCCn2nncc2CO[C@@H]1CN(C)Cc1ccncc1	-10.5%	6.3%
CNC(=O)C[C@H]1C(=O)N(c2ccccc2)C[C@@H]1Cc1ccccc1	-3.5%	-16.9%
CCN(CC)C(=O)C1=C(C)N(Cc2ccc(F)cc2)C(=O)C(CC(=O)NCCCN(C)C)C1 (stereo not given)	-1.2%	?
COc1ccccc1NC(=O)C(C)OC(=O)C1CC(=O)N(Cc2ccco2)C1 (stereo not given)	1.2%	6.4%
O=C(CCCc1ccccc1)NCCS(=O)(=O)N1CCN(c2ccccc2)CC1	12.4%	-0.6%
Cc1nn(-c2ccccc2)nc1C(=O)Nc1cccc(C(=O)NC2CC2)c1	-14.0%	?
COc1ccc([C@H]2N[C@]3(CCCN(Cc4ccc(C)cc4)C3=O)[C@H]3C(=O)N(Cc4ccccc4)C(=O)[C@@H]23)cc1	-4.0%	-8.1%
COc1ccc(C(=O)NCCCC2CCCC2)cc1OC1CCN(C(C)C)CC1	10.1%	-14.7%
COc1ccc(F)cc1S(=O)(=O)N1CCc2ccccc2C1	10.0%	-20.8%
N#Cc1ccccc1OCC(=O)Nc1ccc2c(c1)OCO2	8.9%	-15.6%
COc1ccc(NC(=O)Nc2ccc3c(c2)C(=O)N([C@H](C)CO)C[C@@H](C)[C@@H](CN(C)C(=O)C2CCCCC2)OCCCC[C@H](C)O3)cc1	-5.6%	-16.7%

The list is partial, so the mix of outcomes need not match the whole.
